Compound activity as filed in PubChem BioAssay.
M. tuberculosis GlmU: inhibition of mycobacterial GlmU enzyme – biochemical, glucosamine-1-phosphate acetyltransferase (AID 1376); Bifunctional protein GlmU (Mycobacterium tuberculosis (strain ATCC 25618 / H37Rv)); M. tuberculosis GlmU acetyltransferase enzyme assay; higher % means a stronger effect; inhibition, %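 (tested at 30 µM in the primary screen)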, or IC50 in µM where a hit was titrated; 220,000 compounds, 0.25% hits; in the data active = inhibition above about 13%;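 note: 0% = complete reaction with vehicle and 100% = reaction without substrate; strong numbers were not always called active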
RmlCD inh 1536: M. tuberculosis RmlC/RmlD coupled enzyme inhibitors, primary screen, biochemical, compound mixtures, 384-well, from 1536-well plates; RmlC+RmlD coupled enzyme assay, percent inhibition; primary screen in compound mixtures; inhibition, % at 3.6 µM; 160,000 compounds, 0.03% hits; in the data active = inhibition mostly above about 34%, no sharp cut-off; note: some results filed as inactive read as strong as hits
Target sequence (P9WH09 whole entry, looked up): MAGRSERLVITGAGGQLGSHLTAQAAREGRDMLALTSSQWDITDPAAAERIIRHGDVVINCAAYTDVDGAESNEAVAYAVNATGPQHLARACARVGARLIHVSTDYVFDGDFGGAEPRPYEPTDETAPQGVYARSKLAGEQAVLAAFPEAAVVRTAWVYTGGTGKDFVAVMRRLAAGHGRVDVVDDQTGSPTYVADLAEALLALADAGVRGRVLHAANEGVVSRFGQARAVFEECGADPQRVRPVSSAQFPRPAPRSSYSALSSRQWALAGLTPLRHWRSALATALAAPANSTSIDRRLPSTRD
Target sequence (P9WH11 whole entry, looked up): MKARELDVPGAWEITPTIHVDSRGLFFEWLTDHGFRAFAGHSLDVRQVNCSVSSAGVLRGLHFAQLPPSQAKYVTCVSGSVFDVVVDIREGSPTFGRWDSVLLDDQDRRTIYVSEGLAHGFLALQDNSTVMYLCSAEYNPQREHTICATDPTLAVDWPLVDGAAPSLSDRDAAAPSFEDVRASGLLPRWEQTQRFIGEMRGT
* hit, by the source's call; . = not tested or not shown.

Results follow in this order: M. tuberculosis GlmU, RmlCD inh 1536
> Cc1cc(=O)oc2cc(OCC(=O)OCC(=O)NCc3ccc4c(c3)OCO4)ccc12
  4.3%, 0
> O=C(Nc1ccc(CN2CCCCC2)cc1)Nc1ccccc1Cl
  -5.9%, 6
> CC(=O)C1=C(C)Nc2cc(C(F)(F)F)ccc2S1
  3.3%, 8
> O=C(NCCOc1ccc(Cl)cc1)C1CC(=O)N(c2ccc(F)cc2)C1 (stereo unspecified)
  6.9%, -3
> Cc1ccc(CC(=O)Nc2nc3ccccc3[nH]2)cc1C
  -3.0%, .
> Cn1c(CN2CCCC2)nc2cc(NC(=O)c3cccs3)ccc21
  2.7%, 10
> CCOC(=O)c1cn(CC)c2ccc(Br)cc2c1=O
  -1.1%, .
> CC(/C=N/N1C(=O)CSC1=S)=C\c1ccccc1
  3.6%, -15
> COC(=O)C1=C(c2ccc(S(C)(=O)=O)cc2)C[C@@H]2CC[C@H]1N2C(=O)N1CCOCC1
  -3.7%, .
> N#Cc1cc2c(nc1SCC(=O)Nc1cc(Cl)ccc1Cl)C1CCN2CC1
  1.9%, .
> Cc1ccc2cc(CCNC(=O)C(C)(C)C)c(=O)[nH]c2c1
  2.8%, -11
> O=C(NC1CCCCC1)N1CCC(c2nc(-c3ccc(S(=O)(=O)N4CCCC4)cc3)no2)CC1
  0.4%, .
> COc1ccc(NC(=S)Nc2cccc(Cl)c2Cl)cc1OC
  1.4%, -2
> CCO[C@@H]1OC(C(=O)N2CCN(C)CC2)=C[C@H](c2ccc(C(F)(F)F)cc2)[C@H]1CCCO
  6.0%, .
> Cc1[nH]c(=O)[nH]c(=O)c1S(=O)(=O)N1CCN(c2ccccc2F)CC1
  -7.2%, .
> CCNS(=O)(=O)c1ccc(NC(=O)c2ccc(Cn3cc(Br)cn3)o2)cc1
  6.4%, -5
> CC1CCN(C(=O)CSc2nnc(CN3CCOCC3)n2-c2ccccc2)CC1
  1.3%, 14
> CCSC1=C(C#N)C2(CCCC2)C(C#N)=C(N)N1
  0.6%, -12
> NC(=O)c1ccsc1NC(=O)CSc1nnc2ccccn12
  0.5%, 1
> O=C(Nc1ccc2c(c1)OCO2)C1CCCN(S(=O)(=O)c2cccs2)C1 (stereo unspecified)
  -0.2%, -9
> COC(=O)c1ccccc1NS(=O)(=O)c1ccc2c3c(cccc13)C(=O)N2
  5.8%, .
> Cc1ccc(-c2nc3ccccc3[nH]2)cc1NC(=O)/C=C/c1ccco1
  7.2%, .
> CCN(CC)c1ccc(N)cc1S(=O)(=O)Nc1ccccc1OC
  0.0%, 8
> CC(NC(=O)c1ccc(Br)s1)c1ccncc1 (stereo unspecified)
  4.4%, 4
> Cc1cc(NCc2ccccn2)n2ncc(-c3ccccc3)c2n1
  -1.8%, 8
> Cc1cc(Cl)ccc1OCc1cn2cccnc2n1
  -1.6%, 8
> CCCc1cc(=O)[nH]c(SCC(=O)N2CCN(S(=O)(=O)c3ccc(C)cc3C)CC2)n1
  4.1%, -1
> CSc1ccccc1NC(=O)CN(C)C(C)C(=O)Nc1ccc(C#N)cc1 (stereo unspecified)
  -0.7%, -4
> CCOC(=O)c1ccc(-n2cncn2)nc1
  -2.7%, -6
> CC1=CC(C)(C)N(C(=O)CSc2nnc(-c3ccc(C)cc3)o2)c2ccc(C)cc21
  1.4%, 7
> CCOc1ccc(-n2c(O)c(N=Nc3ccc([N+](=O)[O-])cc3)c(=O)[nH]c2=O)cc1
  7.7%, .
> COC(=O)c1c(CCl)noc1C(=O)NCC1CCCO1 (stereo unspecified)
  -1.7%, -3
> O=C(NC1CCCC1)C(=O)N(Cc1cccnc1)C(C(=O)NCC1CCCO1)c1ccco1 (stereo unspecified)
  -0.6%, 5
> CCC(=NCCc1c(C)[nH]c2ccc(C)cc12)C1=C(O)CC(c2ccccc2)CC1=O (stereo unspecified)
  1.5%, -13
> CC(/C=C/c1ccccc1)=N\NC(=O)c1ccc2c(c1)OCCO2
  1.4%, -3
> CC(C)OCc1c(C(=O)OC/C(O)=C(\C#N)c2nc3ccccc3[nH]2)oc2ccccc12
  0.2%, 1
> O=C1NC(c2ccc(-c3ccccc3[N+](=O)[O-])o2)C(C(=O)c2ccccc2)C(O)(C(F)(F)F)N1 (stereo unspecified)
  -3.8%, -3
> COc1ccccc1C(=O)Nc1ccc(OCc2nnc3c4ccccc4c(C)nn23)cc1
  -1.9%, .
> COc1ccc(OC)c(S(=O)(=O)n2nnc3cc(Cl)ccc32)c1
  -3.6%, .
> Cc1cccc(C(=O)NCCNc2nc3cc(C)c(C)cc3cc2C)c1
  0.2%, 7

13 successive entries out of the list so far:
Results follow in this order: M. tuberculosis GlmU, RmlCD inh 1536
> CSc1ccccc1NC(=O)CN(C)C(C)C(=O)Nc1ccc(C#N)cc1 (stereo unspecified)
  -0.7%, -4
> CCOC(=O)c1ccc(-n2cncn2)nc1
  -2.7%, -6
> CC1=CC(C)(C)N(C(=O)CSc2nnc(-c3ccc(C)cc3)o2)c2ccc(C)cc21
  1.4%, 7
> CCOc1ccc(-n2c(O)c(N=Nc3ccc([N+](=O)[O-])cc3)c(=O)[nH]c2=O)cc1
  7.7%, .
> COC(=O)c1c(CCl)noc1C(=O)NCC1CCCO1 (stereo unspecified)
  -1.7%, -3
> O=C(NC1CCCC1)C(=O)N(Cc1cccnc1)C(C(=O)NCC1CCCO1)c1ccco1 (stereo unspecified)
  -0.6%, 5
> CCC(=NCCc1c(C)[nH]c2ccc(C)cc12)C1=C(O)CC(c2ccccc2)CC1=O (stereo unspecified)
  1.5%, -13
> CC(/C=C/c1ccccc1)=N\NC(=O)c1ccc2c(c1)OCCO2
  1.4%, -3
> CC(C)OCc1c(C(=O)OC/C(O)=C(\C#N)c2nc3ccccc3[nH]2)oc2ccccc12
  0.2%, 1
> O=C1NC(c2ccc(-c3ccccc3[N+](=O)[O-])o2)C(C(=O)c2ccccc2)C(O)(C(F)(F)F)N1 (stereo unspecified)
  -3.8%, -3
> COc1ccccc1C(=O)Nc1ccc(OCc2nnc3c4ccccc4c(C)nn23)cc1
  -1.9%, .
> COc1ccc(OC)c(S(=O)(=O)n2nnc3cc(Cl)ccc32)c1
  -3.6%, .
> Cc1cccc(C(=O)NCCNc2nc3cc(C)c(C)cc3cc2C)c1
  0.2%, 7

(continued)
Results follow in this order: M. tuberculosis GlmU, RmlCD inh 1536
> O=C(NS(=O)(=O)c1ccccc1Cl)c1ccc[nH]1
  0.2%, .
> CCOC(=O)NN1C(=O)c2ccccc2NC12CCCC2
  1.2%, 3
> CCOC(=O)C1(S(=O)(=O)c2ccc(Cl)cc2)CCN(Cc2ccc(Cl)cc2)CC1
  -1.4%, -3
> CN(C)C1=C(Cl)C(=O)N(c2ccc(Cl)c(Cl)c2)C1=O
  7.4%, .
> Cc1ccc(-c2noc(COc3ccc4c(c3)OCO4)n2)cc1
  -4.2%, .
> COc1cc(/C=C/C(=O)OCC(=O)N2CCOCC2)ccc1OCC#N
  -3.1%, 6
> O=C(CSc1ccc(-c2cccs2)nn1)Nc1ccccc1
  2.0%, 12
> O=Cc1ccc(N2CCCCC2)cc1
  1.8%, 5
> Cc1cccc(N/C(N)=N/c2nc3c(c(=O)[nH]2)CCCC3)c1
  4.1%, .
> N#Cc1ccccc1CSc1nc2ncc(Br)cc2[nH]1
  1.8%, -4
> CCOC(=O)C1(CCOc2ccccc2)CCN(Cc2ccc(NC(C)=O)cc2)CC1
  -3.3%, .
> CCc1ccc(NC(=O)C(=O)NCC2CCCO2)cc1 (stereo unspecified)
  7.3%, 3
> FC(F)(F)c1ccc(N2CCOCC2)c(Nc2nc3ccccc3n3cnnc23)c1
  -0.2%, 15
> COc1cccc(C(=O)Nc2ccc(C)cc2)c1
  -0.3%, .
> COc1ccc2c(c1)CCC1C2=NN(/C(C)=C/C(C)=O)C1c1cccc(F)c1 (stereo unspecified)
  -0.2%, -7
> CCOC(=O)[C@@]12C(=O)C(=O)N[C@]1(c1ccccc1)C1OCCCC12 (stereo partly specified)
  0.9%, 2
> COc1cc(/C=C/C(=O)OCC(=O)Nc2cc(C(F)(F)F)ccc2N2CCOCC2)ccc1O
  -0.8%, .
> N#CCCN(Cc1ccccc1)C(=S)Nc1ccc(F)cc1
  -1.2%, 14
> CCCCC1=CC2=CC(=O)C(C)(OC(=O)CC)C(=O)C2=CN1CCCCO (stereo unspecified)
  -3.7%, .
> CCOC(=O)c1cnc2ccc(Cl)cc2c1Nc1ccc(S(=O)(=O)Nc2ncccn2)cc1
  0.9%, -3
> CC1(C(=O)O)CCC(C(N)=O)C1(C)C (stereo unspecified)
  2.1%, 2
> CCOc1ccc(-c2c(C)n([O-])c3c([n+]2=O)CCCC3)cc1
  7.8%, .
> Cn1cnc([N+](=O)[O-])c1Sc1ccc(Br)cc1
  -3.3%, -5
> Cn1c(=O)n(Cc2ccccc2F)c2ccccc21
  2.0%, 1
> CC(C)c1cc(C(C)C)c(S(=O)(=O)N2c3ccccc3[C@]3(Br)C[C@H]4C(=O)N[C@@H](Cc5ccccc5)C(=O)N4[C@H]23)c(C(C)C)c1
  -1.3%, .
> CCCNC(=O)CS(=O)Cc1nc(-c2ccc(OC)cc2)oc1C (stereo unspecified)
  0.8%, 48
> Cc1c(C)n(CC(O)CNc2ccccc2)c2ccccc12 (stereo unspecified)
  0.8%, -21
> Cc1ccc(C(=O)N2CCC(C(=O)NCc3cccnc3)CC2)cc1
  -5.1%, -10
> O=c1cc(CN2CCN(S(=O)(=O)c3ccccc3[N+](=O)[O-])CC2)nc2sccn12
  -0.2%, 5
> O=C(COC(=O)COc1ccccc1)NC1CCCc2ccccc21 (stereo unspecified)
  -2.0%, 9
> COc1ccccc1N=Cc1c(O)n(C)c(=O)n(C)c1=O
  ., -2
> CCOC(=O)/C(C#N)=C1\Nc2ccccc2N=C1N(CC(C)C)CC(C)C
  2.2%, .
> COc1ccc(/C=N/NC(=O)C2(C)NC(C)(C)Cc3ccccc32)cc1 (stereo unspecified)
  2.1%, -17
> Cc1ccc(-c2csc(NC(=O)c3cccs3)n2)cc1
  -2.8%, -4
> COC(=O)c1c(NS(=O)(=O)c2ccc3ccccc3c2)sc2c1CCCC2
  0.8%, .
> CSc1c(CC(=O)Nc2ccccc2Cl)n(Cc2ccccc2)c2ccccc12
  -1.9%, -7
> CC1(C)C(=O)NCCN1C(=O)CCCC(=O)O
  2.3%, 10
> CC1=C(C(=O)Nc2cccc(C)n2)C(c2ccc3c(c2)OCO3)C2=C(CC(c3ccco3)CC2=O)N1 (stereo unspecified)
  0.8%, 8
> CC(C)(C)c1ccc(Oc2ccc(N)cn2)cc1
  6.8%, -8
> O=C(c1ccco1)N(Cc1cc2ccccc2[nH]c1=O)C1CCCCC1
  -7.1%, .
> CCN(CC)S(=O)(=O)c1ccc(N2CCOCC2)c(NC(=O)Cc2ccc(Cl)cc2)c1
  -2.8%, 3
> CCc1ccccc1NC(=O)CC(c1ccc(OC)cc1)n1cccc1 (stereo unspecified)
  2.6%, -2
> CCC(Sc1nc2ncnc(N)c2[nH]1)C(=O)O (stereo unspecified)
  3.4%, .
> Cc1nc(CSc2ccc(Cl)cc2)cc(N2CC(C)OC(C)C2)n1 (stereo unspecified)
  1.7%, 5
> OCC1(CCOc2ccccc2)CCN(Cc2cn[nH]c2-c2ccc(F)cc2)CC1
  -1.8%, .
> Cn1c(N)c(C(=O)COC(=O)c2ccnc3ccccc23)c(=O)n(C)c1=O
  3.2%, .
> COc1cc(O)c(C(CC(=O)N2CCN(c3ccccc3)CC2)c2ccc(N(C)C)cc2)c(OC)c1 (stereo unspecified)
  -1.8%, .
> CCN(CC)c1ccc2cc(C(=O)NNC(=O)c3ccc(S(=O)(=O)N4CCCCC4)cc3)c(=O)oc2c1
  -0.1%, -5
> Cc1cc(C)cc(Nc2cc(=O)n(C3CCCCC3)c(=O)[nH]2)c1
  -0.4%, 7
> O=C(CCn1c(=O)c2ccccc2n(CC(=O)NCCC2=CCCCC2)c1=O)NCc1ccco1
  6.9%, -8
> Cc1c(C(=O)NC(Cc2ccccc2)c2nc3ccccc3[nH]2)cccc1[N+](=O)[O-] (stereo unspecified)
  -0.2%, .
> Cn1nnnc1SCC(=O)NC(=O)NCc1ccccc1
  -6.2%, 9
> CN(C)/C=C/C(=O)c1ccc(Cl)cc1Cl
  -0.5%, -5
> CCOC(=O)N1CCC(NC(=O)c2csc3c2CCCC3)CC1
  -0.7%, -19
> CCOc1ccc(NC(=O)NC(=O)N(C(C)C)S(C)(=O)=O)cc1
  2.7%, -10
> CC(=O)NCc1ccc(C(=O)CCl)cc1
  -6.0%, 6
> COC(=O)C(N)CCCCN (stereo unspecified)
  0.3%, .
> Nc1cc(Cl)nc(N/N=C/c2c(O)ccc3ccccc23)n1
  0.7%, 10
> CC(=O)c1cc(CN2CCN(C(C)C)C(CCO)C2)cs1 (stereo unspecified)
  -5.1%, 3
> CCCCOC(=O)CSc1nc(N)c(C#N)c(-c2ccc(OC)cc2)c1C#N
  -6.7%, -7

Next structures:
Results follow in this order: M. tuberculosis GlmU, RmlCD inh 1536
> Cc1cc(F)ccc1NC(=O)C(C)n1c2ccccc2c2nc(=O)cc(C)n21 (stereo unspecified)
  -5.7%, .
> CCOC(=O)COc1ccc(S(=O)(=O)N2CCc3ccccc3C2)cc1
  -4.2%, .
> CC/C(=N\O)c1ccc(OC)c(OC)c1
  -3.0%, .
> Cn1c(=O)c(C(=O)CN2CCCc3ccccc32)c(N)n(Cc2ccccc2)c1=O
  1.7%, .
> Cc1ccc(C)n1-c1ccc(C(=O)NC2CCN(Cc3ccccc3)CC2)cc1
  -1.0%, .

This is a subset. The share of hits here may be higher or lower than overall.
